Bioassay records: PubChem BioAssay, several laboratories
human PMI inhibition: MPI enzyme activity inhibition – biochemical, fluorescence intensity, coupled assay, primary screen (AID 1209) | purified PMI enzyme, coupled fluorescence intensity; higher % means a stronger effect | inhibition, % at 20 µM, or IC50 in µM where a hit was titrated | hit rate 0.42% among 190,000;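 note: plate controls were DMSO vehicle for no effect and wells lacking substrate for full effect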
CSM14.1 death rescue: rescue of cells from ER stress-induced death, primary screen, 384-well, CSM14.1, thapsigargin, ATP luminescence (AID 1222); CSM14.1 thapsigargin-induced death rescue, ATP luminescence; higher % means a stronger effect; cellular ATP content (survival), % at 20 µM, or EC50 in µM where a hit was titrated; 190,000 tested, under 10 active;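 active = EC50 below 50 µM in the dose-response confirmation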;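 note: death triggered by thapsigargin at about 15 µM added after 2 h compound pretreatment; cell ATP read after overnight thapsigargin exposure of roughly 18 to 22 hours; normalized against plate controls of thapsigargin alone and 5% DMSO vehicle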
PhoP inhibition: inhibitors of PhoP regulon expression, primary screen, Salmonella Typhimurium, GFP reporter (AID 1863) | S. Typhimurium PhoP-regulated promoter GFP reporter, 4 h; higher % means a stronger effect | inhibition, % at 50 µM, or IC50 in µM where a hit was titrated | hit rate 0.16% among 300,000;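 active = inhibition over 29.93%, a cutoff 3 SD above the screen mean, later confirmed by dose response; inconclusive = inhibition over 29.93% but no dose response follow-up; inactive = inhibition at most 29.93% or unconfirmed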;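 note: 0% = low Mg2+ inducing control and 100% = high Mg2+ repressing control; strong numbers were not always called active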
RSV CPE inhibition: RSV antiviral activity via CPE protection, HEp-2 cells, primary 10 µM value included (AID 2391); HEp-2 cells, RSV-induced CPE inhibition; higher % means a stronger effect; CPE inhibition, % at 10 µM; hits with a dose series show IC50 in µM; hit rate 0.13% among 310,000; in the data active = a potency from the dose series; inconclusive = CPE inhibition mostly from about 23% at the one dose, without a potency; inactive = the rest, 99 in 100 with CPE inhibition below about 21%; note: strong numbers were not always called active
West Nile antiviral: inhibition of WNV-induced cytopathic effect – cell-based, CPE readout (AID 1621). West Nile virus-infected cells, CPE inhibition; higher % means a stronger effect. CPE inhibition, % at 10 µM; hits with a dose series show IC50 in µM. hit rate 0.02% among 290,000; in the data active = a potency from the dose series; inconclusive = CPE inhibition mostly from about 3.7% at the one dose, without a potency; inactive = the rest, 99 in 100 with CPE inhibition below about 2.2%; note: strong numbers were not always called active
human PMI inhibitors: human PMI inhibitors, high substrate, primary screen, biochemical, fluorescence intensity, high mannose 6-phosphate (AID 1220). recombinant PMI enzyme, coupled fluorescence intensity; higher % means a stronger effect. inhibition, % at 20 µM, or IC50 in µM where a hit was titrated. hit rate 0.66% among 190,000
Insulin prom up: MIN6 insulin promoter up-regulation; z-score at 5 µM; MIN6 insulin promoter-GFP reporter, high-content imaging; active compounds read high; hit rate 0.3% among 190,000;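 active = z-score above 3 at 5 µM with at least 500 cells counted in the well; inconclusive = wells under 500 cells, flagged as cytotoxic or low count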
Large T inhibition: SV40 large T antigen inhibitors, biochemical (AID 1903). SV40 large T antigen ATPase/helicase inhibition assay; higher % means a stronger effect. inhibition, % at 20 µM; hits with a dose series show IC50 in µM. hit rate 0.39% among 310,000; in the data active = a potency from the dose series; inconclusive = inhibition mostly from about 32% at the one dose, without a potency; inactive = the rest, 99 in 100 with inhibition below about 32%; note: strong numbers were not always called active
TNAP activation fold: stimulation of alkaline phosphatase TNAP activity – biochemical, luminescent, no phosphate acceptor, uHTS, primary screen (AID 1001); hit rate 0.03% among 200,000; purified TNAP, luminescent activation assay, no phosphate acceptor; higher activation fold means a stronger effect; activation fold at 20 µM; hits with a dose series show EC50 in µM; in the data active = activation fold from about 3, or a potency from the dose series; inactive = the rest, 99 in 100 with activation fold below about 1.6; note: many of its hits are not listed in these tables
Insulin prom up cell count: recorded beside Insulin prom up, whose call it bears; cell count; measured here: cytotoxicity, nuclei count;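 total cells summed across four imaged fields per well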
* marks the source's active call; other numbers are inactive results; ? = inconclusive; . = no result given. Cut-off read from the data, not from the text of the source, unless noted: active = inhibition above about 50%; inactive = the rest. No enrichment for hits (roughly 1.5% active in at least one column).

SMILES | human PMI inhibition | CSM14.1 death rescue | PhoP inhibition | RSV CPE inhibition | West Nile antiviral | human PMI inhibitors | Insulin prom up | Insulin prom up cell count | Large T inhibition | TNAP activation fold
CC(C)C12CN3CC(C(C)C)(CN(C1)C3(C)C)C2=O | 12.5% | 1.9% | -2.7% | 0.4% | 1.2% | 3.5% | . | . | 3.5% | 1.1
COc1ccc(C2CC(c3ccc(F)cc3)=NN2c2ccccc2)cc1OC (stereo not given) | . | . | -6.1% | ? | -1.1% | . | . | . | 8.6% | .
COc1ccccc1N1CCN(S(=O)(=O)c2cc3[nH]c(=O)c(=O)[nH]c3cc2C)CC1 | . | . | -13.1% | 0.9% | 0.4% | . | . | . | 15.6% | .
O=C(CCn1c(=S)[nH]c2cc3c(cc2c1=O)OCO3)NCc1cccc(Cl)c1 | . | . | -1.5% | 1.1% | -0.3% | . | . | . | 8.9% | .
Cc1ccc(CN(c2ccc(C(=O)NCc3ccccn3)cc2)S(C)(=O)=O)cc1 | 2.3% | -0.8% | 5.9% | 0.5% | 0.0% | 3.6% | . | . | 10.1% | 1.1
CCN(CC)CCn1c(=N)n(CC(O)c2ccco2)c2ccccc21 (stereo not given) | 1.2% | -0.5% | -16.7% | -0.7% | -0.1% | 0.6% | ? | . | 23.9% | 1.1
CCOc1ccccc1C1C(C(=O)OC)=C(N)OC2=C1C(=O)CCC2 (stereo not given) | -4.0% | -1.3% | 1.5% | 5.8% | 0.0% | -3.2% | 1.56 | 1082 | 5.9% | 1.1
Cc1cc(-c2cccc([N+](=O)[O-])c2)nc2ccc3ccccc3c12 | -5.9% | -1.4% | 0.1% | 5.7% | ? | -5.7% | -0.23 | 1554 | 6.7% | 1.1
CC(=O)NCCOC(=O)c1nn(Cc2ccccc2)c(=O)c2ccccc12 | . | . | -1.2% | 1.6% | 0.8% | . | . | . | 10.4% | .
Nc1ccc(C(=O)O)cc1[N+](=O)[O-] | -8.6% | -0.1% | -5.5% | 1.9% | 0.2% | -2.7% | 0.2 | 1193 | 7.6% | 1.1
C/C(=N\NC(=O)CCCCCNC(=O)c1ccccc1)c1ccccc1O | -13.1% | -1.4% | -5.7% | 4.3% | -0.7% | -18.6% | -0.36 | 1249 | 4.7% | 1.1
CCOc1ccc(CC(=O)N2CCN=C2SC)cc1 | 0.7% | -1.2% | -4.7% | 9.8% | -0.3% | 6.2% | -0.33 | 1599 | 1.8% | 1.2
CCCOc1cccc(C(=O)NCCCNC(=O)c2ccccn2)c1 | . | . | 1.9% | 2.6% | 0.0% | . | . | . | 0.5% | .
CCN(CC(=O)NCCc1ccc(S(N)(=O)=O)cc1)Cc1nc2ccccc2c(=O)[nH]1 | -17.8% | . | -3.8% | 2.8% | -0.2% | -8.3% | -0.42 | 1184 | 7.0% | 0.9
CCOC(=O)c1cc(NC(=O)Nc2cc(C)ccn2)c(C)nc1C | -10.8% | -1.1% | -2.3% | 1.6% | -0.2% | -16.2% | 1.12 | 1157 | -7.6% | 0.9
CCC(C)NS(=O)(=O)c1ccc(OCC(=O)Nc2ccc(F)cc2F)cc1 (stereo not given) | -4.5% | -1.2% | -5.5% | 1.2% | 0.5% | -6.8% | . | . | 21.1% | 1.1
COc1cc(NC(=O)c2ccccc2)c(OC)cc1NC(=O)Cc1ccc(Br)cc1 | . | . | -4.5% | 1.3% | -0.9% | . | . | . | 4.2% | .
O=C(c1ccccc1)c1cc(F)c(N2CCOCC2)cc1Cl | 6.5% | 1.5% | 0.8% | 8.2% | -0.4% | 7.7% | -1.47 | 1150 | 0.3% | 1
CC(C)CC(C(=O)NCc1ccccn1)N1C(=O)c2ccccc2C1=O (stereo not given) | -2.3% | 0.3% | 5.5% | 1.3% | 0.0% | 4.2% | 1.48 | 1171 | -2.4% | 1.1
O=C(CNS(=O)(=O)c1cccs1)NCc1ccc(F)cc1 | -12.2% | -0.5% | 13.8% | -2.2% | 0.0% | 0.0% | -0.79 | 1245 | 17.6% | 1.1
CCN(C(=O)c1cc2c(=O)n3ccccc3nc2n1C)C1CCCCC1 | . | . | -5.7% | 2.9% | 0.7% | . | . | . | -5.1% | .
CC(C)(C)C(=O)NNC(=O)c1cnccn1 | . | . | 3.9% | 2.1% | 0.6% | . | 0.2 | 1024 | 15.2% | .
Nc1nonc1-c1noc(CCCOc2ccc(Cl)cc2Cl)n1 | 6.6% | -1.5% | -7.9% | -0.3% | -1.2% | 0.5% | 0.14 | 1223 | -3.1% | 1.1
COc1ccc([C@@H]2[C@@H]3C(=O)N(C(C)(C)C)C(=O)[C@@H]3[C@]3(C)C(=O)N(c4cccc(C)c4)C(=O)N23)cc1 | . | . | -9.3% | 4.9% | -0.2% | . | . | . | 9.5% | .
CC(C(=O)Nc1ccc(F)c(F)c1F)N(C)Cc1cccs1 (stereo not given) | . | . | 1.5% | 1.7% | -0.6% | . | . | . | 6.7% | .
COc1cccc(C(C(=O)NC2CCCC2)N(Cc2ccco2)C(=O)c2ccco2)c1OC (stereo not given) | -3.3% | -1.4% | 1.6% | 0.2% | -0.8% | -7.1% | . | . | 22.8% | 1
Cc1cc(OC(F)F)ccc1NC(=S)NCCc1ccccc1 | . | . | -6.2% | 1.4% | -1.3% | . | . | . | 14.9% | .
CCO[C@@H]1OC(C(N)=O)=C[C@H](c2cn(C(C)=O)c3ccccc23)[C@H]1CCCO | -3.8% | -0.5% | 3.8% | 0.6% | -0.3% | -7.9% | . | . | 17.1% | 1.1
COc1ccc(/C=N/N=C2/NC(=O)C(CC(=O)O)S2)cc1OCc1ccc(Cl)cc1 (stereo not given) | 14.6% | -0.7% | -8.1% | 1.0% | 0.6% | 10.1% | 0.29 | 1487 | 17.0% | 1.1

A second format for some results above.
Molecule	human PMI inhibition	CSM14.1 death rescue	PhoP inhibition	RSV CPE inhibition	West Nile antiviral	human PMI inhibitors	Insulin prom up	Insulin prom up cell count	Large T inhibition	TNAP activation fold
COc1ccccc1N1CCN(S(=O)(=O)c2cc3[nH]c(=O)c(=O)[nH]c3cc2C)CC1	.	.	-13.1%	0.9%	0.4%	.	.	.	15.6%	.
O=C(CCn1c(=S)[nH]c2cc3c(cc2c1=O)OCO3)NCc1cccc(Cl)c1	.	.	-1.5%	1.1%	-0.3%	.	.	.	8.9%	.
Cc1ccc(CN(c2ccc(C(=O)NCc3ccccn3)cc2)S(C)(=O)=O)cc1	2.3%	-0.8%	5.9%	0.5%	0.0%	3.6%	.	.	10.1%	1.1
CCN(CC)CCn1c(=N)n(CC(O)c2ccco2)c2ccccc21 (stereo not given)	1.2%	-0.5%	-16.7%	-0.7%	-0.1%	0.6%	?	.	23.9%	1.1

Part of the list above, in markdown.
| SMILES | human PMI inhibition | CSM14.1 death rescue | PhoP inhibition | RSV CPE inhibition | West Nile antiviral | human PMI inhibitors | Insulin prom up | Insulin prom up cell count | Large T inhibition | TNAP activation fold |
| --- | --- | --- | --- | --- | --- | --- | --- | --- | --- | --- |
| Cc1cc(OC(F)F)ccc1NC(=S)NCCc1ccccc1 | . | . | -6.2% | 1.4% | -1.3% | . | . | . | 14.9% | . |
| CCO[C@@H]1OC(C(N)=O)=C[C@H](c2cn(C(C)=O)c3ccccc23)[C@H]1CCCO | -3.8% | -0.5% | 3.8% | 0.6% | -0.3% | -7.9% | . | . | 17.1% | 1.1 |
